# CHT inh – inhibits the human high affinity choline transporter | CHT-expressing cells, membrane potential dye, choline response; hits give low values | B-score at 10 µM | hit rate 0.86% among 310,000 | AID 488975;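 active means B-score over 3 SD under the library average, and starting fluorescence ratio not unusually high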;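 further: choline stimulus applied at its EC90 after an EC20 pre-addition; B-score computed on integrated fluorescence ratio after choline addition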
# Target sequence (Q9GZV3 whole entry, looked up): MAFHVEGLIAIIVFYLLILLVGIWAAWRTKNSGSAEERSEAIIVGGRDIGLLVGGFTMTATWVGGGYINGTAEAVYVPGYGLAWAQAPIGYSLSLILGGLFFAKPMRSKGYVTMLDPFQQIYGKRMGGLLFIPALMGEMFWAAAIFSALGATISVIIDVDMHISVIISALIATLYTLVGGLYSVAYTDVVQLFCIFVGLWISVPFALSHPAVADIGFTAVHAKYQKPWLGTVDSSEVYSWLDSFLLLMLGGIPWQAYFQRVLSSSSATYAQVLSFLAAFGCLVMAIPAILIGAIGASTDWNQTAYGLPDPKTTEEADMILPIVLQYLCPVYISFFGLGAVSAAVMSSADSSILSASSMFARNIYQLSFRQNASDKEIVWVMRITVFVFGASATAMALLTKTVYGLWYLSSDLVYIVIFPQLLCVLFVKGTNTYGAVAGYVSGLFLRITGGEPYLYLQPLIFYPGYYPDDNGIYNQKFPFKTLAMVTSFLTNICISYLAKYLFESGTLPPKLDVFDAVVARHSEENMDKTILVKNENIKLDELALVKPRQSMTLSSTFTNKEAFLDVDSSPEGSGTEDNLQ
# KCNQ2 block – KCNQ2 channel blockers in CHO-K1 cells – cell-based, FluxOR thallium flux, B-score, primary screen (AID 2156); O88943; 20 min; hits give low values; B-score at 10 µM; hit rate 1.1% among 310,000;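 active means fluorescence ratio B-score at most minus 3 library SDs, with starting brightness B-score within 2 library SDs, cut at about -5.5 in these data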
# Calls only; i = inactive; / = not tested or not shown. Not a hit list; any-hit rate near 1.9%.
# Below each SMILES: CHT inh	KCNQ2 block
1) O=C(NCCc1cccs1)c1ccc(CS(=O)Cc2ccc(Cl)cc2)o1 (configuration not stated)
    i	i
2) COc1ccc(S(=O)(=O)NCCSc2ccc(Cl)cc2)cc1OC
    i	i
3) COc1cccc(N(C(=O)c2nc3nccc(C)n3n2)c2nc3ccccc3s2)c1
    i	i
4) Cc1ccc(C(C)C)cc1OCCOCCN1CCCC1
    i	i
5) Cc1c(-c2nc(-c3cccnc3)no2)cccc1[N+](=O)[O-]
    i	i
6) COc1ccc(CC(=O)N/N=C/c2c(C)n(C)c3ccccc23)cc1OC
    i	i
7) CC1CCN(CCCNC(=O)C2CC(=O)N(C3CCCCCC3)C2)CC1 (configuration not stated)
    i	i
8) CCCCNC(=O)Nc1nc2ccccc2s1
    i	i
9) CC(C)(C)c1ccc(C(=O)N2CCCN(c3ccc([N+](=O)[O-])cn3)CC2)cc1
    i	i
10) CC1CCCC(NC(=O)CN2CCN(Cc3ccc(Cl)cc3)C2=O)C1C (configuration not stated)
    i	i
11) CNc1cccc2c1C(=O)c1ccccc1C2=O
    i	i
12) CS(=O)(=O)N1CCCC(C(=O)NC2CCCCCCC2)C1 (configuration not stated)
    i	i
13) COC(=O)c1ccc(C2NC(=O)NC(C)=C2C(=O)N(C)C)cc1 (configuration not stated)
    i	i
14) C=CCn1c(N)c(C(=O)OCC)sc1=S
    i	i
15) Nc1nc(-c2c[nH]c3ccccc23)cs1
    i	i
16) COc1ccc(-n2c(CCc3ccccc3)nnc2SCC(=O)c2ccc(Cl)cc2)cc1
    i	i
17) COc1ccc(OC)c(Cc2nnc(CCC(=O)NC3C4CC5CC(C4)CC3C5)o2)c1 (configuration not stated)
    i	i
18) CCOC(=O)N/N=C(\C)c1ccc(-n2cnnn2)cc1
    i	i
19) O=C(Nc1ccccc1C(=O)NCCc1ccc(O)cc1)c1ccco1
    i	i
20) OC1(Cc2ccn[nH]2)CCCCC1
    i	i
21) CN(C)N=Nc1ccc(S(=O)(=O)/N=C(\O)c2ccccc2)cc1
    i	i
22) CCOC(=O)[C@@H]1[C@H]2COc3ccc(Br)cc3[C@@H]2N2C(=O)N(c3ccccc3)C(=O)[C@]12C
    i	i
23) COC(=O)C[C@H]1c2cc(C(F)(F)F)ccc2S(=O)(=O)N1C1CCCC1
    i	i
24) CCS(=O)(=O)NC(C)C(c1cccs1)N1CCN(C)CC1 (configuration not stated)
    i	i
25) NC(N)=N/N=C/c1c(Cl)cccc1Cl
    i	i
26) O=C(CN1CCCC1)N1c2ccccc2Sc2ccccc21
    i	i
27) CC(C)c1ccc(NC(=O)N(CCc2nc3ccccc3[nH]2)C2CCCC2)cc1
    i	i
28) CCCC(=O)Nc1ccc(C(=O)Nc2nc(CC(=O)OCC)cs2)cc1
    i	i
29) Cc1ccc(CSCCNC(=O)CN(c2cccc([N+](=O)[O-])c2)S(C)(=O)=O)cc1
    i	i
30) CCC(=O)N1CCc2cc(S(=O)(=O)CCC(=O)N3CCN(c4ccccc4F)CC3)ccc21
    i	i

# Gathered by group, those above with a nitro group on carbon (3)
# Below each SMILES: CHT inh	KCNQ2 block
5) Cc1c(-c2nc(-c3cccnc3)no2)cccc1[N+](=O)[O-]
    i	i
9) CC(C)(C)c1ccc(C(=O)N2CCCN(c3ccc([N+](=O)[O-])cn3)CC2)cc1
    i	i
29) Cc1ccc(CSCCNC(=O)CN(c2cccc([N+](=O)[O-])c2)S(C)(=O)=O)cc1
    i	i

# Shown with the structure last: part of the list above.
no.	CHT inh	KCNQ2 block	smiles
2	i	i	COc1ccc(S(=O)(=O)NCCSc2ccc(Cl)cc2)cc1OC
4	i	i	Cc1ccc(C(C)C)cc1OCCOCCN1CCCC1
6	i	i	COc1ccc(CC(=O)N/N=C/c2c(C)n(C)c3ccccc23)cc1OC
21	i	i	CN(C)N=Nc1ccc(S(=O)(=O)/N=C(\O)c2ccccc2)cc1
28	i	i	CCCC(=O)Nc1ccc(C(=O)Nc2nc(CC(=O)OCC)cs2)cc1

# Further entries.
# Below each SMILES: CHT inh	KCNQ2 block
31) CC(C)(C)C(=O)CN1CCN(S(=O)(=O)c2ccc(F)cc2)CC1
    i	i
32) CCn1c(SCC(=O)NNC(=O)c2ccc(C)cc2)nnc1-c1ccco1
    i	i
33) C=CCc1cccc(CNc2nc3ccccc3n2CC)c1O
    i	i
34) CCn1c(SCC(=O)Nc2ccc3c(c2)OCO3)nc2c1c(=O)n(C)c(=O)n2C
    i	i
35) CC1CCC(NC(=O)c2ccc(CNc3c(NC4CCCCC4)c(=O)c3=O)cc2)CC1 (configuration not stated)
    i	i
36) CCN(CC)Cc1c(C(=O)OC(C)C)nnn1-c1nonc1N
    i	i
37) COc1ccc(Cn2c(-c3ccccc3C)nc3c(c(=O)c4ccccc4n3C)c2=O)cc1
    i	i
38) Nc1c(C(=O)NCc2ccccc2)nnn1Cc1cccc(Cl)c1
    i	i
39) COc1cccc(NC(=O)Nc2cnccn2)c1
    i	i
40) O=C(COC(=O)c1ccncc1)Nc1ccccc1
    i	i
41) COc1ccc2cnnc(SCC(=O)Nc3ccc(C(C)=O)cc3)c2c1OC
    i	i
42) O=C(c1ccccc1F)N1CCN(C2CCC(c3ccccc3)CC2)CC1 (configuration not stated)
    i	i
43) CCOc1ncccc1C(=O)OCC(=O)c1ccc(OC)c(OC)c1
    i	i
44) CN1C(=O)C2(c3ccccc31)N(C)CC(c1ccccc1)C21SC(=S)N(Cc2ccco2)C1=O (configuration not stated)
    i	i
45) CCOC(=O)c1cc(CC)sc1NC(=O)c1cccc(N2C(=O)CCC2=O)c1
    i	i
46) O=C(NCCNS(=O)(=O)c1ccccc1)c1ccc([N+](=O)[O-])cc1
    i	i
47) O=C(N/C(=C\c1ccc(Cl)cc1)C(=O)N1CCOCC1)c1ccc([N+](=O)[O-])cc1
    i	i
48) OCC[C@H]1C[C@@H](O)[C@H](O)[C@]2(Cc3ccccc3CCO2)O1
    i	/
49) CNC(=O)NC(=O)C(C)OC(=O)c1ccc(Cl)c(S(=O)(=O)Nc2ccc(F)cc2)c1 (configuration not stated)
    i	i
50) COC(=O)CCNc1n[nH]c(=O)[nH]c1=O
    i	i
51) CN(c1ccccc1)S(=O)(=O)c1cccc(NC(=O)CSc2ncn[nH]2)c1
    i	i
52) CN(C(=O)NC(=O)C1=C(N2CCOCC2)/C(=C/c2ccccc2)CC1)S(C)(=O)=O
    i	i
53) COc1ccc2c(c1)NC1(O)c3ccccc3C(=O)C21O (configuration not stated)
    i	i
54) COc1ccc(OC)c(S(=O)(=O)N2CCC(C(=O)Nc3cc(C)ccc3C)CC2)c1
    i	i
55) O=C(NCCSc1ccccc1)c1ccccc1Cl
    i	i
56) COc1cccc(C2C(C(=O)c3sc(C)nc3C)=C(O)C(=O)N2CCN2CCOCC2)c1 (configuration not stated)
    i	i
57) CCN(CC)C(=O)c1ccc(S(=O)(=O)Cc2ccc(C)cc2)c([N+](=O)[O-])c1
    i	i
58) CCN1CCc2c(OCC(=O)N3CCc4ccccc43)cccc2C1=O
    i	i
59) CC1CN(S(=O)(=O)c2ccc(NC(=O)c3cc(-c4ccccc4O)n[nH]3)cc2)CC(C)O1 (configuration not stated)
    i	i
60) COc1ccc(CN(C)S(=O)(=O)c2nnc(NC(=O)c3ccccc3Br)s2)cc1
    i	i
61) Cc1cccc(N(C(=O)Nc2ccccc2)C2=NCC(C)S2)c1 (configuration not stated)
    i	i
62) COc1ccc(-c2nc3ccccc3o2)cc1NC(=O)CSc1ccc(Cl)cc1
    i	i
63) O=C(NCc1ccncc1)c1ccc(Br)o1
    i	i
64) COc1ccc(C(C(=O)NC(C)(C)C)N(CCc2ccc(OC)c(OC)c2)C(=O)CCC(=O)Nc2cc(C)on2)cc1 (configuration not stated)
    i	i
65) Cc1ccc(OCC(=O)Nc2cccc(C)n2)c(C)c1
    i	i
66) CCN(CC)S(=O)(=O)c1ccc(Cl)c(NC(=O)COC(=O)/C=C/c2cc(OC)c(OC)c(OC)c2)c1
    i	i
67) Nc1ccc(Oc2ncccn2)cc1
    i	i
68) COc1ccc(-c2noc(CSc3nnc(Cc4ccccc4)n3-c3cccc(C)c3)n2)cc1OC
    i	i
69) CCS(=O)(=O)N1Cc2ccccc2CC1C(=O)Nc1nc2ccccc2s1 (configuration not stated)
    i	i
70) CCOC(=O)C(CC)n1cnc2c(nnn2-c2ccccc2)c1=O (configuration not stated)
    i	i
71) Cc1ccc(Cn2cc(SCC(N)=O)c3ccccc32)cc1
    i	i
72) CC1=CC(c2ccccc2)n2ncnc2N1 (configuration not stated)
    i	i
73) Cc1ccc(C2=NN(C(=O)CCC(=O)O)C(c3cccc([N+](=O)[O-])c3)C2)cc1 (configuration not stated)
    i	i
74) Cc1ccc(N2C(=O)[C@@H]3Cc4ccccc4CN3C2=O)cc1
    i	i
75) COc1cc(-c2nc3ccc4ccccc4c3c3c2CCC3)cc(OC)c1OC
    i	i
76) Cc1cc(Cl)ccc1NC(=S)NC(C)(C)C
    i	i
77) CCCOc1ccc(-c2c(C(=O)N/N=C/C3CCCCC3)nnn2-c2nonc2N)cc1
    i	i
78) Cc1ccc2nc(C)cc(N/N=C/c3cccnc3)c2c1
    i	i
79) Cc1ccc(C)c(NC2=NCC(=O)N2C2CCCCC2)c1
    i	i
80) CC1=C(C(=O)Nc2ccccn2)C(c2ccc(F)cc2)n2ncnc2N1 (configuration not stated)
    i	i
81) CC(OC(=O)c1ccc(Cl)c(S(=O)(=O)N2CCOCC2)c1)C(=O)Nc1ccc(S(N)(=O)=O)cc1 (configuration not stated)
    i	i
82) O=C(/C(=C/c1ccccc1Cl)c1ccccc1)N1CCOCC1
    i	i
83) CC1CCCC(C)N1CCCNC(=O)C1CCCN(c2ncnc3c2nc2n3CCCCC2)C1 (configuration not stated)
    i	i
84) Cc1ccc(S(=O)(=O)NCC(=O)NCCc2c[nH]c3ccccc23)cc1C
    i	i
85) COc1ccc(CCNC(=O)CCS(=O)(=O)c2ccc3nc(C)sc3c2)cc1OC
    i	i
86) O=C(c1ccc2c(c1)OCO2)N1CCN=C1SCc1ccccc1
    i	i
87) C=CCN(CC=C)c1ccc(N2C(=O)C3CCCCC3C2=O)cc1[N+](=O)[O-] (configuration not stated)
    i	i
88) CC(=O)Nc1ccc(SCC(=O)Nc2ccccc2-c2ccccc2)cc1
    i	i
89) O=C(COC(=O)C1CC(=O)N(c2ccc3c(c2)OCCO3)C1)NC1CCCc2ccccc21 (configuration not stated)
    i	i
90) Fc1cc(F)c2nc(N3CCOCC3)sc2c1
    i	i

# (cont.)
# Below each SMILES: CHT inh	KCNQ2 block
91) CCN1CCN(CC(=O)Nc2ccc(Cl)c(S(=O)(=O)N(C)C)c2)CC1
    i	i
92) CCOc1ccc(C(C)=O)cc1CSC(=N)N
    i	i
93) O=C(c1ccccc1)c1cnc(-c2ccccc2)s1
    i	i
94) COc1ccc(OC)c(C(=O)Nc2ccc3[nH]ccc3c2)c1
    i	i
95) CCOc1ccccc1Nc1nnc(SCC(=O)Nc2cccc(S(=O)(=O)NC3=NCCCCC3)c2)s1
    i	i
96) CC1CCN(CCCNC(=O)CN2C(=O)CSc3ccc(S(=O)(=O)N4CCC(C)CC4)cc32)CC1
    i	i
97) CC(C)(C)NC(=O)C(c1ccsc1)N(CCc1ccccc1)C(=O)Cn1nnc2ccccc21 (configuration not stated)
    i	i
98) C=CCOC(=O)C1=C(C)OC(N)=C(C#N)C1c1ccc(F)cc1 (configuration not stated)
    i	i
99) O=C(CSc1nnc(NC(=O)c2ccco2)s1)Nc1ccccc1Cl
    i	i
100) COc1ccc(C(=O)Nc2ccc(S(=O)(=O)Nc3ncccn3)cc2)cc1OC
    i	i
101) CCCCn1c(N)c(N(CCOC)C(=O)CCNC(=O)c2ccc(Cl)cc2)c(=O)[nH]c1=O
    i	i
102) CC(C)c1ccc(NC(=O)[C@@H](C)NC(=O)[C@@H]2Cc3ccccc3CN2)cc1
    i	i
103) Cc1cccc(CSCc2ccc(C(=O)NCC3CCCO3)o2)c1 (configuration not stated)
    i	i
104) CCOC(=O)COc1cc(Br)c(/C=N/Nc2ccccc2)cc1OC
    i	i
105) O=C(O)CCCCCN1C(=O)C(O)=C(C(=O)/C=C/c2ccccc2)C1c1cccc([N+](=O)[O-])c1 (configuration not stated)
    i	i
106) COCC(=O)N(Cc1cc2cc(C)ccc2[nH]c1=O)c1ccccc1
    i	i
107) CCn1cc(C2=NOC(C(=O)Nc3cc(C)nn3-c3ccccc3)C2)c(C)n1 (configuration not stated)
    i	i
108) CCOC(=O)C1CCN(c2c(-c3ccccc3)c3cc(Cl)ccc3[nH]c2=O)CC1
    i	i
109) N#Cc1ccc(Cl)cc1NC(=O)COC(=O)c1ccc2c(c1)OCCO2
    i	i
110) O=C(Cn1nnc(-c2cccs2)n1)N1CCc2ccccc2C1
    i	i
111) CC(=O)c1ccc(-n2nnnc2SCC(=O)N2CCc3ccccc3C2)cc1
    /	i
112) N#C/C(=C1\C(=O)Nc2c(Cl)cc(Cl)cc21)c1nnc2n1CCCCC2
    i	i
113) CCOc1ccc(S(=O)(=O)N2CCCC(C(=O)NCc3ccccn3)C2)cc1Cl (configuration not stated)
    i	i
114) Cc1ncc([N+](=O)[O-])n1CC(=O)Nc1ccc(OC(F)(F)Cl)cc1
    i	i
115) COc1ccc(Nc2nc(N3CCOCC3)nc(N3CCOCC3)n2)c(OC)c1
    i	i
116) Cc1cc(C)c(NC(=S)NCCO)c(C)c1
    i	i
117) COc1cccc(C2C(C(=O)c3ccc(C)o3)=C(O)C(=O)N2CCN2CCOCC2)c1 (configuration not stated)
    i	i
118) Oc1ccc(/C=N/Nc2cccc(Cl)n2)c(O)c1
    i	i
119) Cc1[nH]nc2nc(SCC(=O)NCCC3=CCCCC3)n(-c3ccc(Br)cc3)c(=N)c12
    i	i
120) O=C(N/N=C/C=C\c1ccccc1)c1cnccn1
    i	i
121) COc1ccc(C(=O)NC2CCN(CC(=O)NC3CCCCC3)CC2)cc1
    i	i
122) O=C(Nc1nnc(-c2ccccc2SCc2ccccc2F)s1)Nc1ccccc1F
    i	i
123) CCc1noc(C)c1C(=O)Nc1nc(-c2ccc(OC)cc2OC)cs1
    i	i

# Screening results deposited in PubChem BioAssay by Johns Hopkins Ion Channel Center.
